# KLF5 inh = kruppel-like factor 5 inhibition. DLD-1 KLF5 promoter-luciferase reporter, luminescence. inhibition, % at 5 µM. hit rate 0.23% among 290,000;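 active = inhibition above a per-plate limit of that plate's mean compound inhibition plus 3 SD, cut at about 60% in these data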;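 also: 0% = DMSO wells and 100% = LY294002 at 200 µM; higher means less KLF5 promoter-driven luciferase light; inactives centre near -14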
# HDAC3 inh = inhibitors of human histone deacetylase 3 | hit rate 0.15% among 320,000 | AID 2718 | recombinant HDAC3, fluorogenic peptide/trypsin coupled, fluorescence | O15379 | inhibition, % at 8.3 µM; in the data active = inhibition above about 26%, passing the limit was not always enough; inconclusive = no clear call, values can overlap the other calls
# Target sequence (O15379 whole entry, looked up): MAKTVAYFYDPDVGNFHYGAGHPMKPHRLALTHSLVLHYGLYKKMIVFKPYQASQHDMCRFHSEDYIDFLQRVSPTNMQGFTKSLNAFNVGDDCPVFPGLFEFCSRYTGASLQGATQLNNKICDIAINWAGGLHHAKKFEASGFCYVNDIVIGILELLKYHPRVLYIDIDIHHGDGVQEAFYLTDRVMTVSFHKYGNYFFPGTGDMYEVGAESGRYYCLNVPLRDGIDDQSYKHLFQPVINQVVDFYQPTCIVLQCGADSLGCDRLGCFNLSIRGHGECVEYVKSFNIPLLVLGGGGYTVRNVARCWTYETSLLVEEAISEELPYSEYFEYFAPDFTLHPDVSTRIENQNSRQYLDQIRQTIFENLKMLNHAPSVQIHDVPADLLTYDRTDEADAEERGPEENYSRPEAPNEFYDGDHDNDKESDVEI
# HSF1 activator = increases HSF-1 driven luciferase reporter signal; NIH3T3-HGL HSF-1 luciferase reporter, MG132, 8 h; 100% = twice DMSO control signal; activation, % at 9 µM; hit rate 1.7% among 300,000; AID 504408;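 active = mean replicate activation of at least 50% with a set share of replicates each reaching 50%; inconclusive = only one of those two conditions met; inactive = mean below 50% and too few replicates reaching it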;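 also: 0% = median of the neutral control wells and 100% = twice that signal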
# aSyn 5UTR inh = MLPCN primary screen, SNCA 5' untranslated region | alpha-synuclein 5'UTR reporter, inhibitor activity | inhibition, % (tested at 7.5 µM) | hit rate 0.82% among 300,000 | AID 1813; in the data active = inhibition above about 60%; inconclusive = no clear call, values can overlap the other calls;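 also: H4 neuroglioblastoma cells stably carrying SNCA 5'UTR luciferase fusion; 0% = DMSO wells and 100% = positive control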
# HSF1 inhib = HSF1 inhibition | activity change, negative = inhibition, % at 7.5 µM (by protocol) | NIH3T3-HGL HSE-luciferase, MG132-induced, luminescence 8 h; active compounds read low | AID 2098 | hit rate 0.77% among 300,000;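 active = more than half of replicate wells show activity change below -50%, luminescence cut by over half; inconclusive = some wells, but at most half, below -50%; inactive = no replicate well below -50%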;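 also: luciferase reports HSF-1 transcriptional activity via heat shock element; 0% = median of DMSO wells and -100% = zero luminescence signal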
# AI-2 QS modul = modulators of Vibrio harveyi AI-2 quorum sensing system. Vibrio harveyi JMH597 AI-2 luminescence/OD600 ratio, 9 h; active compounds read low; strain lacks LuxN and CqsS sensors; 0 = neutral-control median. activity change, % at 7.5 µM. hit rate 0.4% among 300,000. AID 2094; in the data active = activity change below about -75%, passing the limit was not always enough; inconclusive = no clear call, values can overlap the other calls;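 also: luminescence divided by OD600 gain over 9 h not by final OD600 alone; inactives centre near 13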
# IEC-6 tox = kills IEC-6 intestinal cells in KLF5 counter-screen. IEC-6 cytotoxicity, luminescence viability. inhibition, % at 5 µM. hit rate 0.78% among 290,000; in the data active = inhibition above about 22%;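 also: 0% = plate median of test compound wells and 100% = cytotoxic reference compound wells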
# HSP90 refold inh = blocks HSP90-mediated luciferase refolding in reticulocyte lysate; inhibition, % at 5.6 µM; Rabbit reticulocyte lysate, luciferase refolding luminescence, 3 h; hit rate 0.91% among 290,000;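 active = inhibition above the screen-wide mean plus 3 SD, computed separately per campaign, cut at about 16% in these data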;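 also: 0% = DMSO wells and 100% = 60 µM geldanamycin wells; inhibitors lower the luminescence because luciferase stays unfolded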
# Platelet DG rel = modulates dense granule release in human platelets; human platelet-rich plasma, SFLLRN dense granule ATP release, luminescence; inhibition, %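 (compounds screened at 7.5 µM in platelet-rich plasma)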; hit rate 0.22% among 300,000;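 active = mean replicate score, as percent of positive control, at or above 50; inconclusive = mean below 50 but at least one replicate at or above 50; inactive = mean and every replicate below 50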
# HIF activator = HIF pathway transcriptional activation; U2OS HRE-luciferase reporter, luminescence; normalized: DMSO 0%, desferrioxamine 100%; activation, % at 7.5 µM (by protocol); hit rate 0.32% among 300,000; AID 1910;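 active = mean activation of at least 10% of the iron chelator positive control signal, with at least half of replicates also reaching 10%; inconclusive = mean and replicate majority disagree about reaching 10%; inactive = mean and most replicates under 10%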
# Numbers without * were called inactive; ? = inconclusive; / = no result given.
SMILES,KLF5 inh,HDAC3 inh,HSF1 activator,aSyn 5UTR inh,HSF1 inhib,AI-2 QS modul,IEC-6 tox,HSP90 refold inh,Platelet DG rel,HIF activator
CCc1cc2c(=O)c(-c3nc(C)cs3)coc2cc1O,-15,1,25,-145,21,24,4,0,6,2.0
O=C(CCNC(=O)c1ccc([N+](=O)[O-])cc1)Nc1nccs1,-18,-1,-18,17,-1,22,8,2,0,-0.3
Cc1ccc(N2CC(C(=O)Nc3nnc(SCC(N)=O)s3)CC2=O)cc1C (stereo unspecified),-21,-1,12,13,-7,21,-2,0,-2,-0.6
Cc1cccc(N2CC(C(=O)O)CC2=O)c1 (stereo unspecified),-37,-2,1,-6,6,16,0,5,0,-0.5
COCCNC(=O)CSc1ccccc1C(=O)NCC1CCCCC1,-12,-4,4,17,4,14,1,0,2,0.0
CCCCCSc1nc2c(cnn2-c2ccc(F)cc2)c(=O)[nH]1,-11,7,-10,21,1,8,-9,-5,8,0.6
Cc1nc([N+](=O)[O-])c(Br)n1CC(=O)c1ccc(Br)cc1,-25,5,123*,-20,98,17,3,0,-4,1.7
Cc1ccc(C(CC(=O)NCCCN(C)C)c2ccc(OC(C)C)cc2)cc1 (stereo unspecified),-12,-2,-10,-43,-5,18,3,6,-24,-0.3
COc1ccccc1CN(C)C(=O)C1COc2ccccc2O1 (stereo unspecified),2,2,-63,1,?,2,-1,1,-1,0.0
Cc1ccc(OCC(=O)N2CCN(C(=O)c3ccco3)CC2)cc1,-5,-14,11,10,-8,18,4,6,1,-1.0
Cc1ccc(NC(=O)C2CCCN(c3cnccn3)C2)c(C)c1 (stereo unspecified),-8,-6,10,-14,8,7,2,1,-1,0.2
CC1(c2ccccc2)NC(=O)N(CC(=O)NNC(=O)c2ccccc2)C1=O (stereo unspecified),-8,3,7,2,1,-46,2,1,1,-1.0
CCC(C)n1c(SC(C)C#N)nc2ccccc2c1=O (stereo unspecified),8,0,-88,33,-85*,12,-1,2,0,-0.4
O=C(Nc1ccc(N2CCOCC2)cc1)c1cc(-c2ccncc2)nc2ccccc12,-23,3,-63,10,-52*,17,-8,0,19,-1.0
O=C1[C@@H]2Cc3c([nH]c4ccccc34)CN2C(=O)CN1CCCO,-5,-7,-26,3,-9,3,2,7,-5,1.0
Cc1ccc(NS(=O)(=O)c2ccc(NC(=O)c3ccc(Br)o3)cc2)c(C)c1,-10,16,-8,5,-2,28,15,-1,-3,-0.9
COc1cc(C(=S)N2CCOCC2)ccc1OS(=O)(=O)c1ccc(C)cc1,-11,-8,2,-12,-2,/,-1,-2,-1,0.1
Cc1oc(C(C)(C)C)cc1C(=O)NC(Cc1ccccc1)C(=O)O (stereo unspecified),-16,9,6,16,-3,28,2,0,-1,-0.4
C=CCSc1nc(N)c(C(=O)Nc2ccccc2)cc1C#N,-13,1,0,32,-1,-12,2,3,-3,0.0
O=C(NC(=S)N1CCN(c2ccc(O)cc2)CC1)c1cccs1,-28,/,0,-7,-2,63,-4,6,-5,-0.1
Cc1cc(-c2nnc3n2CCCCC3)c(C)n1-c1ccccc1,-4,3,32,9,-2,-15,-6,4,1,-0.6
COc1ccc(C(C)=O)cc1COC(=O)Cn1cnc2ccccc2c1=O,-20,-1,10,3,4,19,1,5,-4,-0.3
COc1ccc2nc(C)c3cc(C)oc3c2c1,-12,-2,/,/,/,/,-1,-2,/,/
O=C(Cn1c(=O)oc2cc(S(=O)(=O)N3CCCC3)ccc21)NCc1ccccn1,25,-3,17,-7,-4,-97*,5,0,14,0.0
CCOc1ccc2nc(N3CCOCC3)nc(C)c2c1,-67,?,19,-178,13,14,-7,-3,-6,2.3
O=C(CCOc1ccccc1)Nc1ccnn1C1CCN(Cc2ccc(F)cc2)CC1,2,2,-2,-2,1,2,8,1,24,0.7
CCN(C1CCS(=O)(=O)C1)S(=O)(=O)c1cccs1 (stereo unspecified),-3,3,-61,10,?,4,-8,-2,-1,-0.3
Cc1nc2ncc(Br)cc2[nH]1,-16,-4,-4,7,3,6,1,0,0,-0.2
COCCCn1c(=N)c(C(=O)NCC2CCCO2)cc2c(=O)n3ccccc3nc21 (stereo unspecified),12,-408,7,15,-3,14,1,-4,-3,-0.3
O=[N+]([O-])c1ccc(C2=NN(CCO)C(=Nc3ccc(OC(F)(F)F)cc3)SC2)cc1,2,?,-22,37,-11,31,6,-4,-7,-0.1
CC1=C(C)CC(C(=O)NNC(=O)c2csc(C)c2C)C(C(=O)O)C1 (stereo unspecified),-60,-3,-2,28,4,19,4,3,11,-1.6
COCCNC(=O)Cn1cnc2sc(C)c(S(=O)(=O)N3CCC(C)CC3)c2c1=O,3,-4,0,12,-5,5,-6,-5,0,-0.1
CC1=C(C#N)C2(O)C(=O)c3ccccc3C2(O)N1 (stereo unspecified),-5,-5,/,/,/,9,2,-2,/,/
O=C(NCCc1c[nH]c2ccccc12)/C(=C\c1cccs1)NC(=O)c1ccccc1,-1,-1,23,-10,3,13,-1,-3,2,0.5
Cc1noc(C)c1CSc1nc2ccccc2s1,-4,-4,2,-6,2,16,3,1,2,-0.3
Cc1ccc(CNC(=O)c2cc(C)nn2-c2ccccc2)cc1,4,6,-19,-1,-1,5,-1,-1,-2,-0.7
Cn1c(=O)c2c(ncn2CC(=O)N2CCN(c3cccc(Cl)c3)CC2)n(C)c1=O,-3,-3,28,16,2,5,3,0,-8,0.2
COC(=O)C1=C(C)N(c2ccc(F)c(Cl)c2)C(=O)C1,-22,1,36,-17,32,-9,2,3,-7,1.3
Cc1nnc(SCC(=O)NNC(=O)c2ccccc2)n1-c1ccccc1,-13,2,5,-1,-3,23,2,-2,-3,0.3
CCc1nc(N2CCN(S(=O)(=O)c3ccc(Br)cc3)CC2)c2c(C)c(C)sc2n1,-2,2,77*,8,42,38,-1,5,-3,-0.4
Cc1cc(C)n2c(C)nnc2c1,-5,/,-6,-13,-7,3,-3,-3,1,-1.5
O=C(c1ccc(S(=O)(=O)Cc2ccccc2Cl)c([N+](=O)[O-])c1)N1CCN(c2ccccn2)CC1,-42,-4,3,-47,4,33,4,-1,-10,-0.6
N#CC1=C(SCC(=O)NC23CC4CC(CC(C4)C2)C3)NC(=O)C(C#N)C12CCCCC2 (stereo unspecified),-42,20,18,22,2,22,-1,-1,1,/
COC(=O)c1ccccc1SC(CC(=O)c1ccccc1)c1ccc(F)cc1 (stereo unspecified),2,8,8,-68,8,5,-9,3,-10,0.6
CC(=O)Nc1ccc(S(=O)(=O)N2CCN(CC(=O)NC3CCCC3)CC2)cc1,-12,-6,-10,-6,-4,8,-1,-2,0,-0.5
Cc1ccc(C)c(NC(=O)CSc2nnc(CSc3nc(C)cc(C)n3)n2Cc2ccco2)c1,22,10,66*,-5,15,40,5,6,-1,-0.1
COc1ccc(CN(C)CC(=O)NC2CCCc3ccccc32)cc1OC (stereo unspecified),-26,4,-15,11,10,22,7,0,-5,-1.0
CC1(C)CC(=O)C=C(Nc2ccc(C(=O)O)c(O)c2)C1,-31,-1,-7,-1,-4,25,5,-3,4,0.3
COc1ccccc1N1CCN(C(=O)CCC(=O)Nc2nnc(CC(C)C)s2)CC1,0,7,1,10,-1,22,8,1,-20,-0.2
O=C(N/N=C/c1c(F)cccc1Cl)c1cc(C2CC2)[nH]n1,-111,7,5,8,-7,7,-1,-3,0,-0.3

# Later entries
SMILES,KLF5 inh,HDAC3 inh,HSF1 activator,aSyn 5UTR inh,HSF1 inhib,AI-2 QS modul,IEC-6 tox,HSP90 refold inh,Platelet DG rel,HIF activator
COc1ccc(OC)c(Nc2nc(-c3sc(NC(=O)C(C)(C)C)nc3C)cs2)c1,3,2,-62,27,-47,8,-2,-1,-7,-1.4
CCN(CC)CC(O)COc1ccc2c(c1)OCO2 (stereo unspecified),-17,1,-1,13,-12,28,4,-2,0,-0.4
CCOC(=O)C1CCN(C(=O)COC(=O)c2cccc(F)c2)CC1,-2,-4,6,-13,4,9,5,2,4,-0.4
COc1cc(-c2nc(-c3ccccc3)c(-c3ccc(F)cc3)[nH]2)cc2c1OCO2,-28,-2,-4,19,-11,24,-2,0,-13,0.2
CCN(CC(=O)NC(C)(C)C)C(=O)COc1c(Cl)cc(Cl)c2ccc(C)nc12,-18,-7,-4,-5,5,-81*,-4,3,19,-0.3
O=C(CCNC(=O)c1ccc([N+](=O)[O-])cc1)Nc1ccccc1N1CCCCC1,/,5,2,-9,8,/,/,/,-7,0.4
CCN(CC)C(=O)Cn1cc(S(=O)(=O)CC(=O)NC2CCCCC2)c2ccccc21,-5,4,4,0,0,7,-1,-4,-1,-0.5
CCOc1nc(C)ccc1-c1noc(-c2ccccn2)n1,-23,4,-1,1,1,6,4,0,-16,0.9

# Another view of part of the listing above.
SMILES	KLF5 inh	HDAC3 inh	HSF1 activator	aSyn 5UTR inh	HSF1 inhib	AI-2 QS modul	IEC-6 tox	HSP90 refold inh	Platelet DG rel	HIF activator
CC1(C)CC(=O)C=C(Nc2ccc(C(=O)O)c(O)c2)C1	-31	-1	-7	-1	-4	25	5	-3	4	0.3
COc1ccccc1N1CCN(C(=O)CCC(=O)Nc2nnc(CC(C)C)s2)CC1	0	7	1	10	-1	22	8	1	-20	-0.2
O=C(N/N=C/c1c(F)cccc1Cl)c1cc(C2CC2)[nH]n1	-111	7	5	8	-7	7	-1	-3	0	-0.3
COc1ccc(OC)c(Nc2nc(-c3sc(NC(=O)C(C)(C)C)nc3C)cs2)c1	3	2	-62	27	-47	8	-2	-1	-7	-1.4
CCN(CC)CC(O)COc1ccc2c(c1)OCO2 (stereo unspecified)	-17	1	-1	13	-12	28	4	-2	0	-0.4
CCOC(=O)C1CCN(C(=O)COC(=O)c2cccc(F)c2)CC1	-2	-4	6	-13	4	9	5	2	4	-0.4
COc1cc(-c2nc(-c3ccccc3)c(-c3ccc(F)cc3)[nH]2)cc2c1OCO2	-28	-2	-4	19	-11	24	-2	0	-13	0.2
CCN(CC(=O)NC(C)(C)C)C(=O)COc1c(Cl)cc(Cl)c2ccc(C)nc12	-18	-7	-4	-5	5	-81*	-4	3	19	-0.3
O=C(CCNC(=O)c1ccc([N+](=O)[O-])cc1)Nc1ccccc1N1CCCCC1	/	5	2	-9	8	/	/	/	-7	0.4
CCN(CC)C(=O)Cn1cc(S(=O)(=O)CC(=O)NC2CCCCC2)c2ccccc21	-5	4	4	0	0	7	-1	-4	-1	-0.5

# Compound activity: PubChem BioAssay, several laboratories

# This is a random part of the collection; 5% or so of the library scored in one or more.
